Assay outcomes: PubChem BioAssay, NMMLSC
T cell HTS: modulators of CD8 T cell-vesicle binding, primary screen, mouse 2C CD8+ T cells, flow cytometry; 2C CD8+ T cell-vesicle binding; active compounds read low; calls only at 7 µM; hit rate 0.068% among 330,000; AID 2052, 2009;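 active = response, share of CD8 T cells binding vesicles, and their 90th percentile fluorescence all below set limits, cut at about 80% in these data, passing the limit was not always enough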
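Material: 2C TCR transgenic mouse naive CD8+ T cells, MACS-purified. Also added: QL9-charged Drosophila Ld/ICAM-1/B7-1 vesicles. Timing: binding 1.5 h at 37 °C. Measured by: high-throughput flow cytometry with anti-B7-1 and anti-CD8 staining. Read-out: percent CD8+ FL2 mean versus row control. Controls: Unloaded micro-vesicles (low), QL9 vesicles with 0.7% DMSO (high).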
T cell HTS vesicle-bound %: also measured in T cell HTS; calls as there; double positive events, %; measured here: CD8+ vesicle-bound cell fraction;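 binding gate set so that unloaded-vesicle control wells show 10% double positive cells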
An asterisk follows results filed as active.

`CN(CCCC1CCCC1)C(=O)CC1C(=O)NCCN1Cc1cccc(F)c1F` (stereo unspecified) gave T cell HTS inactive and T cell HTS vesicle-bound % 23.
For N#C/C(=C\c1c(F)cccc1Cl)C(=O)NC1CC1 the results were T cell HTS inactive and T cell HTS vesicle-bound % 65.
`C[C@@H]1CN([C@H](C)CO)C(=O)c2cc(NC(=O)Nc3cccc4ccccc34)ccc2O[C@H]1CN(C)Cc1ccc(C(F)(F)F)cc1` gave T cell HTS inactive and T cell HTS vesicle-bound % 11.
Screening COc1cccc(OC)c1C(=O)Nc1nc(-c2ccccc2)cs1 returned T cell HTS inactive and T cell HTS vesicle-bound % 33.
Screening CN(Cc1ccc(F)cc1)C(=O)c1cccc(S(=O)(=O)N2CCN(c3ccc(F)cc3)CC2)c1 returned T cell HTS inactive and T cell HTS vesicle-bound % 31.
For C=CCNC(=O)CSc1nnc(-c2ccc(S(=O)(=O)N3CCCC3)cc2)n1C the results were T cell HTS inactive and T cell HTS vesicle-bound % 19.
For O=[N+]([O-])c1cc([N+](=O)[O-])c(Oc2cc(Cl)cc(Cl)c2)cc1NN1CCCCC1 the results were T cell HTS inactive and T cell HTS vesicle-bound % 8.
Screening COc1cccc(-c2nc(CS(=O)(=O)CC(=O)NCc3ccc4c(c3)OCO4)c(C)o2)c1 returned T cell HTS inactive and T cell HTS vesicle-bound % 6.
`O=C(CSC1=Nc2ccccc2C2CC=NN12)NCc1ccco1` (stereo unspecified) gave T cell HTS inactive and T cell HTS vesicle-bound % 38.
`CC(=O)c1c(C)[nH]c(C(=O)COC(=O)CCNS(=O)(=O)c2ccc(C)c(C)c2)c1C` gave T cell HTS inactive and T cell HTS vesicle-bound % 44.
`Cc1cc(NC(=O)CSCC(=O)N2CCN(c3cccc(C(F)(F)F)c3)CC2)no1` gave T cell HTS inactive and T cell HTS vesicle-bound % 61.
For CCOc1ccc(NC(=O)Cn2c(=O)n(CCCC(=O)NC3CCN(Cc4ccccc4)CC3)c(=O)c3ccccc32)cc1 the results were T cell HTS inactive and T cell HTS vesicle-bound % 20.
Cc1cccc(NC(=O)C(C)SCc2nc3sc4c(c3c(=O)[nH]2)CCCC4)n1 (stereo unspecified) was read as T cell HTS inactive and T cell HTS vesicle-bound % 32.
Screening C/C(=N\NC(=O)c1ccccc1OCc1ccc(F)cc1)c1ccccn1 returned T cell HTS inactive and T cell HTS vesicle-bound % 19.
For O=C(O)c1cc(NC(=O)c2ccco2)cc(NC(=O)c2ccco2)c1 the results were T cell HTS inactive and T cell HTS vesicle-bound % 26.
O=C(NCCn1cccn1)C1CCC(=O)N(CCc2ccccc2)C1 (stereo unspecified) was read as T cell HTS inactive and T cell HTS vesicle-bound % 12.
For CCCCNC(=O)c1ccccc1NC(=O)C1=C(C)OCCS1 the results were T cell HTS inactive and T cell HTS vesicle-bound % 46.
Screening c1ccc(C[n+]2ccc3ccccc3c2)cc1 returned T cell HTS inactive and T cell HTS vesicle-bound % 17.
For Cc1ccc(NC(=O)CCC(=O)NNC(=O)COc2ccc([N+](=O)[O-])cc2)c(C)c1 the results were T cell HTS inactive and T cell HTS vesicle-bound % 11.
`CCN(C(=O)CSc1ncccn1)c1cccc2ccccc12` gave T cell HTS inactive and T cell HTS vesicle-bound % 31.
Screening COCCn1c(SCC(=O)NC(=O)NC2CCCC2)nc2ccccc2c1=O returned T cell HTS inactive and T cell HTS vesicle-bound % 53.
Cc1ccc(S(=O)(=O)CCC(=O)OCc2nnc(-c3ccccc3)o2)cc1 was read as T cell HTS inactive and T cell HTS vesicle-bound % 42.
`CCOC(=O)C1=C(COC(=O)/C=C/c2ccc([N+](=O)[O-])cc2)NC(=O)NC1C` (stereo unspecified) gave T cell HTS inactive and T cell HTS vesicle-bound % 40.
`COc1ccc(/C=C/c2ccc3ccccc3[n+]2C)cc1OC` gave T cell HTS inactive and T cell HTS vesicle-bound % 64.
For CC(C(=O)Nc1ccccn1)(c1ccccc1)c1ccccc1 the results were T cell HTS inactive and T cell HTS vesicle-bound % 42.
CC(Sc1ncccn1)C(=O)NNC(=O)c1cccc(Cl)c1 (stereo unspecified) was read as T cell HTS inactive and T cell HTS vesicle-bound % 49.
For Cc1cc(C)c(C#N)c(SCC(=O)Nc2ccc(S(=O)(=O)Nc3ncccn3)cc2)n1 the results were T cell HTS inactive and T cell HTS vesicle-bound % 21.
For O=C(COc1ccc2ccc(=O)oc2c1)Nc1ccc(CCO)cc1 the results were T cell HTS inactive and T cell HTS vesicle-bound % 29.
O=C(CSc1nnc2ccc(-c3cccnc3)nn12)Nc1ccccc1F was read as T cell HTS inactive and T cell HTS vesicle-bound % 51.
`CN(C(=O)C1CCCCC1)C1CCS(=O)(=O)C1` (stereo unspecified) gave T cell HTS inactive and T cell HTS vesicle-bound % 20.
Screening O=C(CCCc1ccccc1)Nc1ccccc1[N+](=O)[O-] returned T cell HTS inactive and T cell HTS vesicle-bound % 58.
`C/C(CC(=O)Nc1cc(C)ccn1)=N\NC(=O)c1ccncc1` gave T cell HTS inactive and T cell HTS vesicle-bound % 26.
Screening CC(C)C(C(=O)NCc1ccco1)N(Cc1ccco1)C(=O)CNS(=O)(=O)c1ccccc1 (stereo unspecified) returned T cell HTS inactive and T cell HTS vesicle-bound % 42.
Screening CCCCN(Cc1ccccc1)C1CCN(Cc2ccccc2)CC1 returned T cell HTS inactive and T cell HTS vesicle-bound % 60.
CCC(C)[C@H]1COCCS(=O)(=O)N1Cc1ccccc1 (stereo partly specified) was read as T cell HTS inactive and T cell HTS vesicle-bound % 20.
CCC(NC(=O)COC(=O)C1CC2CCCC(C1)C2=O)c1ccc(Br)cc1 (stereo unspecified) was read as T cell HTS inactive and T cell HTS vesicle-bound % 54.
Screening CSc1nc2ccc(NC(=O)c3ccc(=O)[nH]c3)cc2s1 returned T cell HTS inactive and T cell HTS vesicle-bound % 46.
`CCN(CC)S(=O)(=O)c1cccc(C(=O)Nc2ccc(S(=O)(=O)NC3=NCCCCC3)cc2)c1` gave T cell HTS inactive and T cell HTS vesicle-bound % 28.
For COC(=O)c1ccc(CN2CCCC(CO)(Cc3ccccc3F)C2)cc1 (stereo unspecified) the results were T cell HTS inactive and T cell HTS vesicle-bound % 62.
CCCC(=O)Nc1sc(-c2ccccc2)c(-c2ccccc2)c1C(=O)O was read as T cell HTS inactive and T cell HTS vesicle-bound % 34.
Screening CN(CCc1ccccc1)C1CCCN(S(=O)(=O)N(C)C)C1 (stereo unspecified) returned T cell HTS inactive and T cell HTS vesicle-bound % 56.
For O=C(N/N=C/c1ccc([N+](=O)[O-])cc1)c1cccc(N2CCCC2=O)c1 the results were T cell HTS inactive and T cell HTS vesicle-bound % 11.
`COc1ccccc1CNS(=O)(=O)c1ccc2c(c1)N(C(C)=O)CC(C)S2` (stereo unspecified) gave T cell HTS inactive and T cell HTS vesicle-bound % 36.
NCCCC(=O)N1c2ccccc2Sc2ccc(Cl)cc21 was read as T cell HTS inactive and T cell HTS vesicle-bound % 35.
For CCN(CC)C(=O)OCc1c(-c2ccccc2)ncc2ccccc12 the results were T cell HTS inactive and T cell HTS vesicle-bound % 55.
For CCOC(=O)c1ccc(NC(=O)CCS(=O)(=O)c2cccc3nonc23)cc1 the results were T cell HTS inactive and T cell HTS vesicle-bound % 18.
Screening COc1ccc(CCN(C)C(=O)COc2ccc(N(C)S(=O)(=O)c3ccc(C)cc3)cc2)cc1OC returned T cell HTS inactive and T cell HTS vesicle-bound % 8.
C[C@@]12C(=O)Nc3cc(Cl)ccc3C(=O)N1[C@H]1c3cc(Cl)ccc3OC[C@@H]1[C@@H]2c1ccccc1 was read as T cell HTS inactive and T cell HTS vesicle-bound % 15.
For Cc1ccc(C)c(NC(=O)CN(C)C(=O)c2ccc3[nH]c4c(c3c2)CC(C)CC4)c1 (stereo unspecified) the results were T cell HTS inactive and T cell HTS vesicle-bound % 16.
Screening O=S(=O)(c1ccc(SCCOc2cccc(Br)c2)nc1)N1CCCC1 returned T cell HTS inactive and T cell HTS vesicle-bound % 26.
CCCCc1nnc(SCC(=O)Nc2nccs2)n1CC was read as T cell HTS inactive and T cell HTS vesicle-bound % 54.
Screening CC1CC(=O)Nc2ccccc2N1C(=O)CSc1ncnc2sccc12 (stereo unspecified) returned T cell HTS inactive and T cell HTS vesicle-bound % 44.
CCOC(=O)C1CCN(C(=O)c2ccc(OCC(=O)Nc3ccc(OCC)cc3)c(OC)c2)CC1 was read as T cell HTS inactive and T cell HTS vesicle-bound % 54.
`Cc1cccc2c1NC(=O)C21OCC(CO)([N+](=O)[O-])CO1` (stereo unspecified) gave T cell HTS inactive and T cell HTS vesicle-bound % 52.
For Cc1cc(C(=O)NC2CCCC2)c2ccccc2n1 the results were T cell HTS inactive and T cell HTS vesicle-bound % 27.
`O=C(NNC(=O)c1cccc2ccccc12)c1ccccc1O` gave T cell HTS inactive and T cell HTS vesicle-bound % 76.
Cc1ccc(NS(=O)(=O)c2ccc(F)cc2)nc1 was read as T cell HTS inactive and T cell HTS vesicle-bound % 55.
For Cc1cccc2c1cnn2C(=O)Nc1ccccc1Br the results were T cell HTS inactive and T cell HTS vesicle-bound % 56.
For Cc1onc(-c2ccccc2)c1C(=O)OCC(=O)Nc1ccc(C#N)cc1 the results were T cell HTS inactive and T cell HTS vesicle-bound % 35.
For CSc1ccc(Cl)c(C(=O)OCC(=O)N2CCN(C(=O)c3ccco3)CC2)c1 the results were T cell HTS inactive and T cell HTS vesicle-bound % 26.

Ordered by formula weight (lowest first): 11 of the compounds above
Cc1ccc(NS(=O)(=O)c2ccc(F)cc2)nc1 was read as T cell HTS inactive and T cell HTS vesicle-bound % 55.
`Cc1cccc2c1NC(=O)C21OCC(CO)([N+](=O)[O-])CO1` (stereo unspecified) gave T cell HTS inactive and T cell HTS vesicle-bound % 52.
`O=C(NNC(=O)c1cccc2ccccc12)c1ccccc1O` gave T cell HTS inactive and T cell HTS vesicle-bound % 76.
For Cc1cccc2c1cnn2C(=O)Nc1ccccc1Br the results were T cell HTS inactive and T cell HTS vesicle-bound % 56.
For Cc1onc(-c2ccccc2)c1C(=O)OCC(=O)Nc1ccc(C#N)cc1 the results were T cell HTS inactive and T cell HTS vesicle-bound % 35.
Screening CC1CC(=O)Nc2ccccc2N1C(=O)CSc1ncnc2sccc12 (stereo unspecified) returned T cell HTS inactive and T cell HTS vesicle-bound % 44.
For CCOC(=O)c1ccc(NC(=O)CCS(=O)(=O)c2cccc3nonc23)cc1 the results were T cell HTS inactive and T cell HTS vesicle-bound % 18.
For CSc1ccc(Cl)c(C(=O)OCC(=O)N2CCN(C(=O)c3ccco3)CC2)c1 the results were T cell HTS inactive and T cell HTS vesicle-bound % 26.
Screening O=S(=O)(c1ccc(SCCOc2cccc(Br)c2)nc1)N1CCCC1 returned T cell HTS inactive and T cell HTS vesicle-bound % 26.
C[C@@]12C(=O)Nc3cc(Cl)ccc3C(=O)N1[C@H]1c3cc(Cl)ccc3OC[C@@H]1[C@@H]2c1ccccc1 was read as T cell HTS inactive and T cell HTS vesicle-bound % 15.
Screening COc1ccc(CCN(C)C(=O)COc2ccc(N(C)S(=O)(=O)c3ccc(C)cc3)cc2)cc1OC returned T cell HTS inactive and T cell HTS vesicle-bound % 8.

Next part
`CN(Cc1ccc(F)cc1)C(=O)CNC(=O)c1ccc2c(c1)OCO2` gave T cell HTS inactive and T cell HTS vesicle-bound % 56.
Screening COc1ccc(-c2cc(NC(=O)c3cncn3-c3ccccc3)ccc2OC)cc1 returned T cell HTS inactive and T cell HTS vesicle-bound % 43.
CCc1[nH]nc(C(=O)N2CCCC(Nc3cccc(F)c3)C2)c1C (stereo unspecified) was read as T cell HTS inactive and T cell HTS vesicle-bound % 8.
`COc1ccc2nc(NC(=O)CS(=O)(=O)c3ccc(C)cc3)sc2c1` gave T cell HTS inactive and T cell HTS vesicle-bound % 39.
For Cc1cc(SCc2ccc(Cl)cc2)nc(=O)[nH]1 the results were T cell HTS inactive and T cell HTS vesicle-bound % 39.
For COc1ccc(NC2CCCN(C(=O)CCc3cn[nH]c3)C2)cc1 (stereo unspecified) the results were T cell HTS inactive and T cell HTS vesicle-bound % 72.
Cc1ccc(C(=O)N2CCCC(N3CCN(c4cccc(C(F)(F)F)c4)CC3)C2)s1 (stereo unspecified) was read as T cell HTS inactive and T cell HTS vesicle-bound % 28.
Screening CCCCn1c(N)c(N(CCC(C)C)C(=O)C2CC(=O)N(c3ccc4c(c3)OCCO4)C2)c(=O)[nH]c1=O (stereo unspecified) returned T cell HTS inactive and T cell HTS vesicle-bound % 47.
For Cc1[nH]c(C)c(S(=O)(=O)NCCc2ccc(S(N)(=O)=O)cc2)c1C(=O)N1CCCC1 the results were T cell HTS inactive and T cell HTS vesicle-bound % 33.
For Cc1cc(-c2ccc(C)c(S(=O)(=O)NCC3CCN(Cc4ccccc4F)CC3)c2)on1 the results were T cell HTS inactive and T cell HTS vesicle-bound % 57.
Screening CCN(CC(O)c1cccc(O)c1)C(=O)C12CC3CC(CC(C3)C1)C2 (stereo unspecified) returned T cell HTS inactive and T cell HTS vesicle-bound % 39.
Screening CCN1/C(=C2/SC(=S)N(NC(C)=O)C2=O)Sc2ccc(Cl)cc21 returned T cell HTS inactive and T cell HTS vesicle-bound % 49.
CC(=O)N1C(C(=O)O)Cc2c([nH]c3ccccc23)C1(C)C (stereo unspecified) was read as T cell HTS inactive and T cell HTS vesicle-bound % 32.
CCc1ccc(NS(=O)(=O)c2c(C(=O)N3CCOCC3)c(C)n(C)c2C)cc1 was read as T cell HTS inactive and T cell HTS vesicle-bound % 12.
For COc1ccc(NC(=O)CS(=O)(=O)Cc2nc(-c3ccc(C)cc3)oc2C)cc1 the results were T cell HTS inactive and T cell HTS vesicle-bound % 4.
For COc1ccc(C2=CC(=O)C[C@H](c3ccc(Cl)cc3)C2)cc1 the results were T cell HTS inactive and T cell HTS vesicle-bound % 44.

Not all compounds are listed; the hit share may differ from the screen's.
